HGIII-sPLA2 inh: Blocks human group III sPLA2 activity; QFRET BODIPY PC-A2 liposome hydrolysis, fluorescence; Q9NZ20; inhibition, % at 12.2 µM; actives 0.56% (n = 370,000); AID 743126;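 active = inhibition above mean plus 3 SD of compounds lying within the high and low control bounds, cut at about 19% in these data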;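 note: 0% = median of test compound wells and 100% = no enzyme DMSO wells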
Target sequence (Q9NZ20 whole entry, looked up): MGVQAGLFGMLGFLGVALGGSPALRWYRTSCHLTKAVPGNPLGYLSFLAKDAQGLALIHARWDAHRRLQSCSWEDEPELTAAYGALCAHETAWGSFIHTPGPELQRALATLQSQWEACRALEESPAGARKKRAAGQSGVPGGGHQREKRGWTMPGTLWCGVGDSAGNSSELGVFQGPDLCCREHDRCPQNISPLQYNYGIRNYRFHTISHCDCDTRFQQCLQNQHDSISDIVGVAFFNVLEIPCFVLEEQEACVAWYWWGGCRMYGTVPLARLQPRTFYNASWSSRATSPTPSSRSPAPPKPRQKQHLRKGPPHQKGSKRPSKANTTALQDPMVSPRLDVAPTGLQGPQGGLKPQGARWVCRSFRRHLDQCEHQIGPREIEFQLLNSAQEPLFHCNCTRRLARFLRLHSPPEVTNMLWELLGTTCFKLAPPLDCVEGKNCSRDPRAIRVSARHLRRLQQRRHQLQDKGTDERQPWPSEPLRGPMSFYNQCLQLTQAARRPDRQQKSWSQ
FXN GAA850 act: frataxin GAA850 promoter activation; HEK293 lucGAA850 FXN promoter luciferase reporter, 24 h; percent of 10 µM SAHA response; activation, % at 6 µM; actives 0.56% (n = 360,000); AID 540364;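 active = activation above the average of all compounds screened plus 3 SD, cutoff fixed separately per campaign, cut at about 7.5% in these data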;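 note: 0% = DMSO wells and 100% = 10 µM SAHA wells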
ADAM10 inh: ADAM10 inhibition, QFRET primary screen; actives 0.62% (n = 370,000); recombinant ADAM10, EDANS/DABCYL FRET peptide cleavage, 3 h; O14672; inhibition, % at 7 µM; AID 720582;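 active = inhibition above a per-campaign cutoff equal to the mean of compounds falling between control-based bounds plus 3 SD, cut at about 20% in these data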;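 note: 0% = DMSO wells while the 100% control is not disclosed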
Target sequence (O14672 214-748 limits assumed): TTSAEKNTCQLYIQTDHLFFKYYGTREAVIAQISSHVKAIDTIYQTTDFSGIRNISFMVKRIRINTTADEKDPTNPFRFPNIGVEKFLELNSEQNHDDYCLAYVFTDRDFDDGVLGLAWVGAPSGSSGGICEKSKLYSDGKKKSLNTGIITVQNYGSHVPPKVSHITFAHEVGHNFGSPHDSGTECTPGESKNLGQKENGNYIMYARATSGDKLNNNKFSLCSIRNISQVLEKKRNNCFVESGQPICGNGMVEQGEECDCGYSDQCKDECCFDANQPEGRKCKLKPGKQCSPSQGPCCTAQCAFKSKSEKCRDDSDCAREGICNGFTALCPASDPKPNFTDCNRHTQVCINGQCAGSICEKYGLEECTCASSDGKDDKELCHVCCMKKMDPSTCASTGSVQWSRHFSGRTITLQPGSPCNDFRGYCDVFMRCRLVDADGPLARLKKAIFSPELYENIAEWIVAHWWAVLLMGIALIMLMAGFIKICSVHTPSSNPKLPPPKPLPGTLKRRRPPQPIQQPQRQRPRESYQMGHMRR
ADAM17 inh: ADAM17 inhibition, QFRET primary screen. actives 0.83% (n = 370,000). inhibition, % at 6.95 µM. recombinant ADAM17, EDANS/DABCYL FRET peptide cleavage;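 active = inhibition above the mean of compounds lying between control limits plus 3 SD, set per campaign, cut at about 8.5% in these data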;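 note: 0% = DMSO-only wells as the low control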
PLCb3 inh: blocks human PLC-beta3 enzyme activity. inhibition, % at 12.2 µM. actives 0.18% (n = 370,000). AID 720704. Purified PLC-beta3, fluorogenic substrate, fluorescence; in the data active = inhibition above about 11%;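 note: 0% = median of compound wells on plate and 100% = full blocker control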
hcDAF-12 act: H. contortus DAF-12 activation, primary screen. HEK293 hcDAF-12 lit1-tk-luc reporter, luminescence; 0% DMSO, 100% Δ7-dafachronic acid. actives 1.4% (n = 370,000). activation, % at 6.8 µM;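 active = activation above the mean of all tested compounds plus 3 SD, cut at about 5.5% in these data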;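 note: 100% = response to 3 µM Δ7-dafachronic acid high control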
DAX1 inh-1: inhibitors of human orphan nuclear receptor DAX1 (NR0B1); actives 0.99% (n = 340,000); AID 504766; P51843; HEK293 Gal4-DAX1 luciferase reporter, luminescence; inhibition, % at 6.75 µM;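 active = inhibition above the mean over all tested compounds plus 3 SD, cut at about 4.2% in these data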;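 note: 0% = DAX1-transfected cells with DMSO and 100% = empty-vector control cells with DMSO; inhibition shows as a rise in luminescence from relieved DAX1 repression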
PLC-gamma1 inh: inhibitors of human phospholipase C gamma1 | purified PLC-gamma1, fluorogenic substrate, fluorescence | actives 0.84% (n = 370,000) | AID 720700 | inhibition, % at 12.2 µM; in the data active = inhibition above about 9.5%
ssDAF12 agonist: activates DAF-12 receptor from parasite S. stercoralis | actives 1% (n = 370,000) | activation, % at 6.8 µM | HEK293 ssDAF-12/GRIP1 lit1-tk-luc reporter, luminescence; % of 3 µM dafachronic acid response;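 active = activation above the mean over all tested compounds plus 3 SD, cut at about 0.9% in these data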;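 note: 0% = DMSO-only wells and 100% = 3 µM delta7-dafachronic acid wells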
DAX1 inh-2: DAX1 (NR0B1) inhibition, primary screen. actives 1.1% (n = 370,000). AID 652010. inhibition, % at 6.8 µM. HEK293T StAR-luciferase reporter, SF-1/DAX-1 repression relief;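 active = inhibition above the mean over all tested compounds plus 3 SD, cut at about 3.6% in these data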;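 note: 0% = DAX-1 cells with DMSO and 100% = cells lacking DAX-1 with DMSO; higher inhibition means more luminescence from relief of DAX-1 repression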
hgDAF-12 ag: agonists of H. glycines DAF-12 nuclear receptor; HEK293 GAL4-hgDAF12 UAS-luciferase reporter, agonist luminescence; normalized to butyrate control; activation, % at 6.8 µM; actives 1.8% (n = 370,000);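 active = activation above a cutoff set at the mean of all screened compounds plus 3 SD, cut at about 10% in these data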;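 note: 0% = DMSO wells and 100% = sodium butyrate wells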
* marks the source's active call; other numbers are inactive results; i = inactive; . = not tested or not shown; & = joins results of further samples.

Order of values – HGIII-sPLA2 inh, FXN GAA850 act, ADAM10 inh, ADAM17 inh, PLCb3 inh, hcDAF-12 act, DAX1 inh-1, PLC-gamma1 inh, ssDAF12 agonist, DAX1 inh-2, hgDAF-12 ag
1. CC(C)c1nc(N(C)S(C)(=O)=O)nc(-c2ccc(F)cc2)c1/C=C/[C@H](O)C[C@@H](O)CC(=O)O
  0, ., -2, 0, 3, -0.8, ., -1, 0.5, 0.7, -0.7
2. CC(=O)c1cccc(NC(=O)CN(C)S(=O)(=O)c2cccc3nsnc23)c1
  0, -0.8, -7, -2, -3, 0.0, 0.0, 3, -1.1, -0.1, -1.8
3. Cc1ccc(Sc2ncccc2C(=O)NCc2cc([N+](=O)[O-])ccc2O)cc1C
  -18, 0.3, 12, -2, -4, -2.0, -0.1, -2, -0.7, -1.1, 2.2
4. O=C(Cc1ccccc1)Nc1cccc(-c2nnc(-c3ccco3)o2)c1
  -26, 4.6, -36, -15, -8, -3.5, -1.4, -8, -1.5, -1.5, -4.1
5. Cc1ccc2c(C)c(C(=O)NCCN3CCOC3=O)oc2c1C
  -3, 1.8, -6, -1, -4, 2.1, 0.4, -2, 0.1, 0.8, 2.3
6. COc1cc(CNCc2ccncc2)cc(Br)c1OCc1ccccc1F
  -14, 2.0, 4, 0, 1, -2.9, -1.8, 1, -2.4, -3.1, -5.6
7. CCCCN(C)C(=O)CNC(=O)c1nn(-c2ccc(OC)cc2OC)c(=O)c2ccccc12
  0, 1.6, 7, -3, -8, 2.9, -0.7, 4, 0.0, -0.3, -0.1
8. O=C(Nc1cccc(S(=O)(=O)N2CCCCCC2)c1)C1CCN(C(=O)c2ccc(F)cc2)CC1
  -27, -0.1, 10, 2, 0, -1.9, -1.6, 0, -2.0, -4.5, -1.6
9. Cc1cc(C(=O)Nc2ccccc2Cl)n(-c2ccccc2)n1
  -3, 2.1, -1, 0, 1, 2.6, 1.0, 2, -0.6, -0.3, -1.0
10. Cc1ccc(Nc2nc(N)nc(CN3CCCCCC3)n2)cc1
  -1, -0.5, 7, 0, -1, 0.5, 0.2, 5, -1.0, -0.1, 3.4
11. Cc1nc(NCCN)c(C#N)c2c1COC(C)(C)C2
  4, 0.6, -98, -31, -15, 0.3, 1.4, -13, -1.3, 1.2, 4.8
12. COc1cc2c(c(OC)c1)C(c1ccncc1)CC(=O)N2 (stereo unspecified)
  -4, 0.7, -12, -3, -5, -2.6, 0.6, -1, -1.5, -0.1, -1.8
13. Cc1cc(C)nc(Nc2ccc(F)cc2)n1
  0, 0.5, -2, 1, -9, 3.5, 4.0, -2, 0.2, -0.1, 5.6
14. O=C(CC[C@H]1O[C@@H](n2cnc3c(NC(=O)c4ccccc4)ncnc32)[C@H](O)[C@@H]1O)NCc1cccc2ccccc12
  0, ., -6, -4, 2, -0.6, ., -1, -0.7, 0.3, -2.1
15. N#C/C(=C/c1ccc(-c2ccccc2)o1)c1nc(-c2cccs2)cs1
  1, 5.5, 6, 1, -32, 5.4, 0.8, -22, -0.2, 0.6, 2.6
16. CC(=O)c1c(N2CCCC2)nc(=S)n(-c2ccccc2)c1C
  -3, 0.5, 3, -1, 0, 0.2, -0.2, 3, -1.4, -0.3, 1.9
17. COCCn1c(COc2ccccc2)nnc1SCC(N)=O
  4, 1.8, -1, -1, -1, -0.4, 0.1, -1, -1.2, 0.3, 1.8
18. CCOC(=O)c1ccc[n+](CC(=O)Nc2cc(C(F)(F)F)ccc2Cl)c1
  -59, -1.0, -9, -3, -12, 0.1, 1.1, -3, -1.0, 1.2, 2.3
19. CNC(=O)c1ccsc1NC(=O)CCS(=O)(=O)c1ccc(Cl)cc1
  0, 0.3, -2, -2, -4, -1.7, 0.5, 2, -1.5, -1.7, -2.2
20. CC(C)(C)OC(=O)NCCc1nnc(S(=O)(=O)Cc2ccc(Cl)cc2Cl)o1
  -14, -0.7, 2, 0, -2, -1.0, -0.2, 2, -1.4, -1.0, -2.7
21. Cc1c(C=O)c2ccccc2n1CC(=O)NCc1ccc2c(c1)OCO2
  -5, 0.0, 6, -1, 0, -1.3, -0.1, -1, -1.3, -0.7, -1.5
22. N#Cc1c(-c2ccccc2)nc(-c2ccncc2)[nH]c1=O
  -3, -1.0, -4, -2, 4, 0.1, 0.8, -3, -1.0, -0.3, 1.9
23. Cc1cccc(OCc2nc3ccccc3n2C)c1
  1, 2.4, 0, -2, -2, -0.8, 1.2, 2, -0.2, 0.1, 2.4
24. CC1CC1C(=O)Nc1ccc(-c2ccccc2)cc1 (stereo unspecified)
  -6, 5.8, 5, -1, -2, 1.5, 0.9, 2, -0.6, 2.9, 7.2
25. COc1cccc(C(=O)Nc2c(F)c(F)c(F)c(F)c2F)c1
  3, 1.1, 11, 3, 3, -1.6, 0.8, 4, -0.9, -0.1, 2.4
26. Cc1noc(C)c1CSCC(=O)N(C)CC(=O)Nc1ccc(F)c(F)c1F
  -4, -0.6, 2, 4, 0, -0.2, 0.0, 0, -1.0, -0.3, -0.2
27. CC(C)C[C@H]1COc2cccc(N3CCN(Cc4ccccc4F)CC3)c2S(=O)(=O)N1
  -3, ., 1, 1, 1, -0.8, ., 5, -1.1, -2.7, -1.1
28. Cc1cccc(OC(C)C(=O)N2CCN(Cc3ccc4c(c3)OCO4)CC2)c1 (stereo unspecified)
  1, -0.2, -6, -4, -8, -1.5, -0.3, 2, -1.0, -0.7, -0.1
29. Cc1cc(C)n(C(=O)COc2ccc([N+](=O)[O-])cc2)n1
  7, -0.5, -5, 0, 2, -0.4, 0.6, 2, -1.2, -0.6, -0.6
30. CCOc1ccccc1NC(=O)CN(c1ccc(OC)cc1OC)S(=O)(=O)c1ccccc1[N+](=O)[O-]
  -11, 1.3, 14, 5, 2, -0.4, -0.9, 4, -1.4, -0.2, -1.9
31. O=C(O)CSc1cccc2cccnc12
  11&-3, -0.6&1.1, i, -131&-93, -270, 1.6&0.0, -1.2&-0.8, -202&-179, -0.9&-0.7, 0.5&-0.7, -2.0&1.3
32. Cn1c(=O)c2cc(NC(=O)Nc3cccnc3)ccc2n1Cc1cccc(C(F)(F)F)c1
  -16, -2.6, i, -475, -415, -2.1, ., -308, -1.7, 0.0, 0.4
33. CCOc1cc(C(=O)Nc2c3c(nn2C(C)(C)C)CS(=O)C3)cc(OCC)c1OCC (stereo unspecified)
  0, -1.2, -3, -1, 6, 2.0, -0.6, 2, 0.0, 0.3, 0.3
34. Cc1ccc(-n2c3nc(=O)[nH]c(=O)c-3cc3cc([N+](=O)[O-])ccc32)cc1
  28*, 4.0, -29, -10, -15, -1.3, 0.2, -11, -1.8, -1.2, -5.3
35. O=C(CSCc1ccc([N+](=O)[O-])cc1)NC1CC2CCC1C2 (stereo unspecified)
  -5, 1.8, 4, 1, 3, 0.5, 0.1, 4, -1.2, -0.5, -0.4
36. CN(C)/C=N/c1ncc(C(=O)c2ccc(-c3ccccc3)cc2)s1
  -21, 1.0, -19, -5, -113, -0.2, -0.2, -69, -2.2, 0.0, 12*
37. COc1cc(C2NC(=O)NC(C)=C2C(=O)OCc2ccccc2)ccc1O (stereo unspecified)
  -1, 8.9*, 8, 1, -3, 0.3, -0.5, 2, -1.5, 0.7, -1.1
38. CCOC(=O)/C(=C/c1ccccc1)NC(=O)c1ccco1
  2, 2.0, -1, -2, 0, 0.0, 4.9*, 1, -1.2, -0.2, 0.4
39. COc1ccccc1OCCCCCNCCO
  -2, -1.6, -12, 1, -1, 0.0, -0.7, 1, -1.1, 0.8, -1.5
40. COc1ccc(S(=O)(=O)Cc2ccc(C(=O)NCc3ccccc3OC)o2)cc1
  -6, 0.6, -6, -1, -9, -0.6, 0.8, -1, -1.6, -1.7, -2.9
41. COc1ccc(S(=O)(=O)Cc2ccc(C(=O)N3CCN(c4cccc(C)c4C)CC3)o2)cc1
  -14, 0.3, 7, 3, -4, -1.7, 3.2, 1, -1.9, -0.7, -1.4
42. O=C1CCCC(O)=C1Sc1ccccc1C(=O)O
  7, 1.7, -4, -2, 0, -1.6, -1.2, -2, 0.4, -0.1, -1.1
43. CC1(NC(=O)c2cc(S(=O)(=O)N3CCCCC3)ccc2Cl)CCS(=O)(=O)C1 (stereo unspecified)
  1, -0.4, 0, -2, 1, -1.4, 0.3, 0, -1.2, 0.3, -0.9
44. COc1cc([N+](=O)[O-])ccc1NC(=O)C1CCCN(S(C)(=O)=O)C1 (stereo unspecified)
  12, -0.6, -2, -2, -2, 0.9, 0.0, 2, -1.3, -1.4, -1.9
45. COC(=O)c1ccsc1NC(=O)CCS(=O)(=O)c1ccccc1
  2, -1.4, 5, -1, -10, 0.9, -0.4, -1, -0.5, -1.3, -0.6
46. CC1CCCN(CC(=O)Nc2ccc(S(=O)(=O)N3CCCCC3)cc2)C1 (stereo unspecified)
  -3, 1.7, -4, -4, -3, -0.8, 0.1, -1, -1.7, 0.7, -0.8
47. COc1ccc(CNC(=O)C(C)Sc2ccc(C)cc2)cc1 (stereo unspecified)
  -4, 1.8, 4, 1, 2, -0.6, -0.8, 0, -0.8, -0.3, 1.0
48. COc1cccc(CNC(=O)[C@@H]2CCCN2C(=O)[C@H]2CCCCN2C(=O)c2cccs2)c1
  2, ., 2, -1, 5, -1.0, ., 1, -1.2, 1.0, 1.8

Quoted from above: entries 35 to 43
Order of values – HGIII-sPLA2 inh, FXN GAA850 act, ADAM10 inh, ADAM17 inh, PLCb3 inh, hcDAF-12 act, DAX1 inh-1, PLC-gamma1 inh, ssDAF12 agonist, DAX1 inh-2, hgDAF-12 ag
35. O=C(CSCc1ccc([N+](=O)[O-])cc1)NC1CC2CCC1C2 (stereo unspecified)
  -5, 1.8, 4, 1, 3, 0.5, 0.1, 4, -1.2, -0.5, -0.4
36. CN(C)/C=N/c1ncc(C(=O)c2ccc(-c3ccccc3)cc2)s1
  -21, 1.0, -19, -5, -113, -0.2, -0.2, -69, -2.2, 0.0, 12*
37. COc1cc(C2NC(=O)NC(C)=C2C(=O)OCc2ccccc2)ccc1O (stereo unspecified)
  -1, 8.9*, 8, 1, -3, 0.3, -0.5, 2, -1.5, 0.7, -1.1
38. CCOC(=O)/C(=C/c1ccccc1)NC(=O)c1ccco1
  2, 2.0, -1, -2, 0, 0.0, 4.9*, 1, -1.2, -0.2, 0.4
39. COc1ccccc1OCCCCCNCCO
  -2, -1.6, -12, 1, -1, 0.0, -0.7, 1, -1.1, 0.8, -1.5
40. COc1ccc(S(=O)(=O)Cc2ccc(C(=O)NCc3ccccc3OC)o2)cc1
  -6, 0.6, -6, -1, -9, -0.6, 0.8, -1, -1.6, -1.7, -2.9
41. COc1ccc(S(=O)(=O)Cc2ccc(C(=O)N3CCN(c4cccc(C)c4C)CC3)o2)cc1
  -14, 0.3, 7, 3, -4, -1.7, 3.2, 1, -1.9, -0.7, -1.4
42. O=C1CCCC(O)=C1Sc1ccccc1C(=O)O
  7, 1.7, -4, -2, 0, -1.6, -1.2, -2, 0.4, -0.1, -1.1
43. CC1(NC(=O)c2cc(S(=O)(=O)N3CCCCC3)ccc2Cl)CCS(=O)(=O)C1 (stereo unspecified)
  1, -0.4, 0, -2, 1, -1.4, 0.3, 0, -1.2, 0.3, -0.9

Screening data deposited in PubChem BioAssay by The Scripps Research Institute Molecular Screening Center.
